# Screening data (PubChem)
# Keap1-Nrf2 PPI: Keap1-Nrf2 protein-protein interaction inhibitors, primary screen, biochemical, fluorescence polarization, single point. Kelch-like ECH-associated protein 1 (Homo sapiens), Q14145. Keap1 Kelch-Nrf2 peptide fluorescence polarization, 1536-well. inhibition, % at 9.4 µM. actives 0.15% (n = 340,000); in the data active means inhibition above about 12%;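 further: human Keap1 Kelch domain with fluorescein labeled Nrf2 9mer peptide probe; 0% = neutral control wells and 100% = peptide positive control; higher means more block of Keap1 binding to Nrf2 peptide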
# DAGLB inh: DAGLB lipase inhibitors, primary screen, biochemical, fluorescence, HTS. Diacylglycerol lipase-beta (Homo sapiens), Q8NCG7. HEK293T DAGLB membrane lysate, EnzChek fluorogenic substrate. inhibition, % at 5.17 µM. actives 0.059% (n = 340,000). AID 504411, 2011; in the data active means inhibition above about 34%;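 further: 0% = enzyme with vehicle and 100% = wells lacking enzyme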
# DSG3 Ab inh: inhibitors of pemphigus antibody binding to DSG3, primary screen, biochemical, bead-based, flow cytometry, scFv-GFP; DSG3-coupled beads, scFv-anti-DSG3-GFP binding; active compounds read low; binding (percent of control), % at 10 µM; actives 0.48% (n = 310,000); Desmoglein-3 (Homo sapiens), P32926;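 active means binding more than 3 SD below its plate's average and above zero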;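 further: hits lower antibody fragment binding to DSG3; some compounds called inactive have numbers as strong as hits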
# Cardiac RTF inh: cardiac RTF calcium sensitivity inhibitors, primary screen, biochemical, IANBD-TnC fluorescence, EC70 calcium | IANBD-labeled cardiac RTF, Ca2+ fluorescence | inhibition, % at 7.15 µM | actives 0.12% (n = 340,000) | Troponin I, cardiac muscle (Homo sapiens) + Troponin T, cardiac muscle (Homo sapiens) + …;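 active means inhibition above the mean inhibition of all tested compounds plus 3 SD, cut at about 17% in these data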;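 further: assay run at fixed EC70 calcium of 1.6 mM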
# CAL PDZ FP-1: CAL PDZ peptide-binding inhibitors, primary screen, biochemical, fluorescence polarization, Cer-tagged CAL PDZ, HTS. inhibition, % at 20 µM. purified CAL PDZ, TMR-peptide fluorescence polarization, 1 h. AID 504414, 2011. Golgi-associated PDZ and coiled-coil motif-containing protein (Homo sapiens), Q9HD26. actives 0.02% (n = 330,000);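 active means highest replicate inhibition of at least 40%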;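 further: plate controls were DMSO neutral control wells for no effect and unlabeled competitor peptide control wells for full effect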
#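 Assay system – tagged CAL PDZ protein CerCALP, purified · Timing – 1 h at RT · Compound – single point, 20 µM · Measured by – fluorescence polarization from S- and P-plane intensities, G-factor corrected · Evaluation – inhibition from polarization loss · Probe or stimulus – TMR reporter peptide T*-PRC34 · Buffer or medium – pH 7.4 phosphate-saline buffer, reducing agent, detergent, IgG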
# CAL PDZ FP-2: untagged CAL PDZ binding inhibitors, primary screen, biochemical, fluorescence polarization, HTS; purified CAL PDZ, TMR-peptide fluorescence polarization, 1 h; inhibition, % at 24.9 µM; actives 0.92% (n = 300,000); AID 602252, 2012;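 active means mean inhibition of at least 30% with at least half of replicates also reaching 30%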;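 further: 0% = DMSO neutral control and 100% = excess unlabeled competitor peptide PRC23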
# Arr AP2 block: inhibitors of beta-arrestin/AP2 binding, primary screen, biochemical, GPCR trafficking, flow cytometry; beta-arrestin 1 C-terminal peptide binding to AP2 beta2-adaptin appendage (human); FITC-arrestin peptide / GST-AP2 beads; AP2 beta2 appendage carries R879A mutation; inhibition, % at 10 µM; actives 0.31% (n = 340,000); AID 504490, 2011;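 active means inhibition above a set limit, near 3 SD of compounds lacking own fluorescence, cut at about 54% in these data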;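 further: plate controls were DMSO wells for no effect and 5 µM unlabelled arrestin peptide for full effect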
#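 Measured by: flow cytometry, FL1 (488/535 nm); Material: AP2 appendage R879A on GSH beads; Evaluation: percent response; Timing: pre-incubation 12 min, peptide binding 1 h, room temperature; Also added: 50 nM FITC-arrestin peptide; Medium: PBS with 0.05% Tween 20 and 0.1% BSA.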
# V-ATPase pH: regulators of yeast V-ATPase proton pumping, primary screen, pHLuorin cytosolic pH fluorescence; actives 0.37% (n = 350,000); AID 504577, 2011; S. cerevisiae; response, % at 10 µM; in the data active means response mostly above about 7.3%, no sharp cut-off; inactive means mostly below about 5.4%; further: actives read high; inactives centre near 0; some compounds called inactive have numbers as strong as hits; reference of the scale not given here
# LANA DNA inh: inhibitors of KSHV C-LANA binding to DNA, primary screen, biochemical, fluorescence polarization, FAM-LBS DNA, MBP-C-LANA, single point; actives 0.078% (n = 340,000); inhibition, % at 9 µM; AID 504423, 2011;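 active means highest replicate inhibition at or above 60% at 9 µM, even if other replicates fall short; inactive means all replicates below 60% inhibition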;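 further: 0% = neutral control wells and 100% = 4 µM acridine orange control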
# NSD2 HMT inh: NSD2 histone methyltransferase inhibitors, primary screen, biochemical, AlphaScreen, single concentration, set 2; actives 0.54% (n = 310,000); Histone-lysine N-methyltransferase NSD2 (Homo sapiens), O96028; NSD2 peptide methylation, 120 min; inhibition, % at 12.5 µM; in the data active means inhibition above about 50%
# Target sequence (O96028 whole entry, looked up): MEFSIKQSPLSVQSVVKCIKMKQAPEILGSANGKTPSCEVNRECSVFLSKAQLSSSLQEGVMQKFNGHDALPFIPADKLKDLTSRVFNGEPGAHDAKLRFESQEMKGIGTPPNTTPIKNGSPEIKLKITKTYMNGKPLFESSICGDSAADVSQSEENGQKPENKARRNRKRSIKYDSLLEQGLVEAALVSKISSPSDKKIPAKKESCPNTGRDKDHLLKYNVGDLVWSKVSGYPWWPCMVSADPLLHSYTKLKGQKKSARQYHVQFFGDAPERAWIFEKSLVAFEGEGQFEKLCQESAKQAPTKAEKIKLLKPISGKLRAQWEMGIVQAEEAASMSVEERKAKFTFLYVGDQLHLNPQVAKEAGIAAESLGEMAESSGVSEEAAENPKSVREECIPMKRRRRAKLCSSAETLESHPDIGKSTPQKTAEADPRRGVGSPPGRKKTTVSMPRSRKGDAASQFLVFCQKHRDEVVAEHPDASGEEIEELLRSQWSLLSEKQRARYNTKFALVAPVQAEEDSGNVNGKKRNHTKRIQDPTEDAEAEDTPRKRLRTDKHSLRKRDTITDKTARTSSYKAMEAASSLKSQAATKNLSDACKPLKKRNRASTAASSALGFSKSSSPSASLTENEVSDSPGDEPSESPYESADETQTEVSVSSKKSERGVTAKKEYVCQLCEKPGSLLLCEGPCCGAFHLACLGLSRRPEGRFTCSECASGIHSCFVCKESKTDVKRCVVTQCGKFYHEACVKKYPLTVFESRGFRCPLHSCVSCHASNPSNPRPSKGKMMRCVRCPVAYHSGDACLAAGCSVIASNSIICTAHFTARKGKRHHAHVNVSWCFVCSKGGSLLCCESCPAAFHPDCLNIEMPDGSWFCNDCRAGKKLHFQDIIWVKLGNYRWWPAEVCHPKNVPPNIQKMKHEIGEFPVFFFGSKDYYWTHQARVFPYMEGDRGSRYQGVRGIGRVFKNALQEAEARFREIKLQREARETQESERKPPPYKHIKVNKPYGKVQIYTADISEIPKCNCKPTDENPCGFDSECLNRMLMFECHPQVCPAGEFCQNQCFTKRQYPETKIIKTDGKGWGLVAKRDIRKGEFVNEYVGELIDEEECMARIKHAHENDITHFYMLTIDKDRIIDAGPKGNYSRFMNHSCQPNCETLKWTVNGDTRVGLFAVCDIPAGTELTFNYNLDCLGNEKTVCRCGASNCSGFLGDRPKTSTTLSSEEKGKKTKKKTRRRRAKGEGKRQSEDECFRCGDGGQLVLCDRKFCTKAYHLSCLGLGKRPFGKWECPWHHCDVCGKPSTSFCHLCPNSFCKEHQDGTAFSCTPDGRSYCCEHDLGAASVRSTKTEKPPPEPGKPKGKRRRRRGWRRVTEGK
# * hit, by the source's call; nt = no result given. Some of the compounds tested; count on the stated rates, not on these rows.
smiles	LANA DNA inh	Arr AP2 block	CAL PDZ FP-1	DSG3 Ab inh	Keap1-Nrf2 PPI	DAGLB inh	NSD2 HMT inh	CAL PDZ FP-2	Cardiac RTF inh	V-ATPase pH
COC(=O)c1ccc(OCC(O)CN2C(=O)NC(C)(C)C2=O)cc1 (configuration not stated)	1.8	0	0.2	107	-1	-4	-3	-2	-2	-1
CCOC(=O)Cn1cnc(-c2ccc([N+](=O)[O-])cc2)c1	-0.2	-1	0.1	89	3	-2	-2	-3	0	3
Cc1ccc(S(=O)(=O)N2CCC(C(=O)NNC(=O)c3ccc(F)cc3)CC2)cc1	-1.3	-12	-1.1	104	0	0	-3	2	0	1
COC(=O)N1N=C(c2ccccc2)CC1(O)C(F)(F)F (configuration not stated)	-4.4	15	-2.3	100	-2	5	nt	0	-12	1
OC(CNCCNc1ncccc1C(F)(F)F)COc1ccc(F)cc1 (configuration not stated)	0.0	9	1.1	111	3	-2	-1	-9	-5	3
CCOc1ccc(NC(=O)N2CCC(n3nnc4ccccc43)CC2)cc1	-1.9	7	-2.3	93	-1	2	0	-2	-2	1
CCOc1ccc(/C=N/Nc2ccc(C(F)(F)F)cc2[N+](=O)[O-])cc1O	-0.2	2	-0.1	99	-1	32	1	-3	12	1
COc1ccc(C(=O)c2c[nH]c3ccccc23)cc1	0.1	-3	-3.6	107	3	1	-3	5	-3	0
CCn1c(SCC(=O)O)nnc1-c1ccccc1OC	0.2	38	-0.8	nt	1	-1	-3	nt	-1	3
O=C(NS(=O)(=O)c1ccccc1)c1ccccc1	-1.5	6	-0.8	nt	3	0	1	-3	-3	-1
O=C(Nc1ccc(NS(=O)(=O)c2ccccc2)cc1)c1ccccc1Cl	1.8	17	-1.8	94	2	2	0	1	-10	6
O=C(COC(=O)Cn1ccc(=O)[nH]c1=O)Nc1ccc(F)cc1	-1.2	-11	0.2	99	-1	-6	0	2	-3	3
N#C/C(=C\c1ccccc1OCc1ccc(C(=O)O)cc1)c1ccccc1	2.4	24	0.5	104	-2	0	-1	-2	1	-2
CCCCCN(C(=O)CCC(=O)OC(C)C(=O)c1ccccc1)c1c(N)n(CCCC)c(=O)[nH]c1=O (configuration not stated)	-0.1	-4	0.1	91	1	4	-1	nt	-3	-2
O=C(COc1ccccc1)N=C1SC2CS(=O)(=O)CC2N1c1ccc(F)cc1F (configuration not stated)	1.4	-15	-2.0	107	-6	3	1	-5	3	-4
Cn1c(CSc2nc3ccccc3s2)nnc1SCC(=O)NCc1cccnc1	0.8	-2	nt	nt	-4	-3	-1	-8	-8	-2
COc1cc(NC(=O)Cc2cccs2)c(C(=O)O)cc1OC	0.8	40	-1.0	99	4	nt	3	4	nt	1
COc1ccc(/C=N/N=C2/NC(=O)C(CC(=O)NC(C)C)S2)cc1 (configuration not stated)	0.0	39	0.1	109	-5	1	nt	14	-7	0
Cc1ccsc1C1NC(=O)c2ccccc2N1 (configuration not stated)	0.6	27	-1.3	104	-8	0	4	-2	7	0
O=C(/C=C/c1ccc(O)c(O)c1)c1ccc(S(=O)(=O)N2CCCCCC2)cc1	-1.0	20	0.9	100	-7	22	5	nt	-1	-4
COc1cccc(NC(=O)CN(C)C(=O)COc2ccc3ccccc3c2)c1	1.2	5	-1.0	97	3	-1	-1	-2	2	-1
CN(C)CCN1C(=O)c2cccc3cc([N+](=O)[O-])cc(c23)C1=O	1.1	12	-0.2	115	8	-5	9	1	-7	-2
O=S(=O)(Cc1ccccc1)N1CCC(c2nc(-c3cccs3)no2)CC1	-0.7	14	-1.8	nt	0	-10	0	-4	1	3
O=c1c2ccccc2cnn1Cc1n[nH]c(=S)n1-c1ccc(Cl)cc1	0.3	7	-0.4	93	-5	-5	-2	-1	10	1
O=C(c1nn(-c2ccccc2)c(=O)c2ccccc12)N1CCN(c2ncccn2)CC1	0.1	-4	nt	91	7	1	-2	1	0	0
C/C(=C/C(=O)N1CCc2ccccc21)C(=O)O	-1.3	-2	-0.7	85	-2	0	1	0	-4	-7
COCCN(CCOC)Cc1c(C)[nH]c2ccccc2c1=O	-1.3	-4	0.6	nt	-2	1	0	7	-25	6
COc1cc(NC(=O)c2cccs2)c(OC)cc1NC(=O)Nc1ccc(F)cc1	12	7	0.6	113	0	3	1	0	1	0
COc1cccc(-n2c(SCC(=O)NCC3CCCO3)nc3c([nH]c4ccccc43)c2=O)c1 (configuration not stated)	-3.2	-6	-2.5	110	-7	0	3	-2	1	1
Cc1ccc(C(C(=O)NC(C)(C)C)N(CC2CCCO2)C(=O)c2csnn2)cc1 (configuration not stated)	-0.1	14	-1.8	nt	-2	-2	-3	nt	-6	-7
CCCN(CCC)CC(=O)NCC1(c2ccccc2)CCOCC1	1.2	3	-4.3	107	-3	-3	-2	0	-5	1
COc1ccc(OC)c(-n2nnnc2SCC(=O)Nc2ccc3c(c2)OCCO3)c1	-0.2	-4	0.2	94	-1	3	18	-1	-1	0
NC(=O)CCn1c2ccccc2c2ccccc21	0.4	11	-1.8	79	-4	0	1	-9	-3	-1
O=C(NCc1ccccc1)c1ncn(Cc2ccccc2)c1C(=O)NCc1ccccc1	-2.3	0	-0.1	107	-3	-6	nt	-3	-11	2
CCN(CC)C(NC(=O)c1ccccc1)C(=O)c1ccccc1 (configuration not stated)	0.6	-12	-0.8	nt	-6	-3	2	nt	2	-45
O=C(COC(=O)Cn1nnc(-c2ccccc2)n1)Nc1ccccc1Br	3.0	-3	0.4	122	-3	-3	-2	0	-4	0
CCCc1nnc(NC(=O)CCC(=O)N2CCCCCC2)s1	-1.8	-3	-2.9	106	1	0	0	-1	-12	0
CCOC(=O)C1=NNC2(c3ccccc3)C(=O)N(c3cccc(Br)c3)C(=O)C12 (configuration not stated)	1.4	2	-0.6	96	-4	-1	-4	-4	-6	0
CCn1c(SCC(=O)NNC(=O)c2ccc(OC)cc2)nnc1C(C)C	-0.7	3	-1.1	nt	-5	2	-2	1	1	0
CCCSc1nc(C)c(CC(=O)O)c(=O)[nH]1	-1.7	1	-0.4	105	4	-1	-2	-4	3	2
CC(C)(C)c1ccc(OCC(O)CN2CCN(C(=O)c3ccccc3)CC2)cc1 (configuration not stated)	-2.8	5	0.1	115	-1	-1	1	-3	-8	-3
CCCCCCNC(=O)Nc1ccccc1	0.3	4	-0.4	110	-1	-5	-3	-2	-6	0
Cc1nc(Nc2ccc(O)cc2)c2c3c(sc2n1)CCCC3	0.0	-14	0.3	88	-2	2	34	-1	-1	-3
COCCOc1ccc(C(F)(F)F)cc1NC(=O)COC(=O)C12CC3CC(CC(O)(C3)C1)C2	-1.4	0	-2.5	111	-4	-3	-1	-1	2	0
CCN(CC)S(=O)(=O)c1ccc(N2CCOCC2)c(NC(=O)C2CC2)c1	-1.3	3	-2.0	95	-4	4	-2	0	-2	2
c1ccc2c(c1)CCCN2Cc1nnnn1CC1CCCO1 (configuration not stated)	31	7	-0.2	nt	20*	-7	10	-3	-64	3
COc1ccc(N2CCN(CCCn3c(=S)[nH]c4ncccc4c3=O)CC2)cc1	-0.9	1	0.6	100	-2	1	0	3	0	1
COC(=O)c1ccc(NC(=O)C(=O)c2cccn2C)cc1	-0.1	21	-1.8	96	-2	-10	-3	-1	-4	4
CN(C)S(=O)(=O)c1cccc(NC(=O)c2cc(=O)[nH]c3ccccc23)c1	0.7	15	-2.5	100	-4	-2	4	-4	-9	-1
Cc1cccc(S(=O)(=O)Nc2ccc(-c3ccc4nncn4n3)cc2)c1	-1.7	-14	-2.5	104	0	3	0	-3	6	3
CC(C)(C)c1cc(CN(CCO)CCO)c(O)c(C(C)(C)C)c1	-1.2	-4	-0.2	90	0	-1	3	-1	-2	-2
COC(=O)CCc1c(C)nn(-c2ccccc2)c1C	-1.5	1	-1.0	99	2	-5	0	nt	0	-2
CCCC(NC(=O)C(C)N1CCN(S(=O)(=O)c2ccccc2)CC1)c1ccccc1 (configuration not stated)	-0.6	-9	-0.4	99	5	-1	0	-5	-3	-3
O=c1nc(/C=C/c2cc([N+](=O)[O-])ccc2Cl)cc(C(F)(F)F)[nH]1	-1.0	2	0.6	101	4	5	20	nt	-1	-4
O=C(CCCCn1cnc2c(=S)nc[nH]c21)Nc1ccc(C(=O)O)cc1	-1.1	6	0.7	90	-1	1	22	-9	-1	-2
CC(Sc1nnc(-c2ccccc2)c(-c2ccccc2)n1)C(=O)NCC1CCCO1 (configuration not stated)	0.7	2	-0.9	nt	-9	2	-3	4	-3	3
C=CCn1c(O)c(N=NC(=O)CNC(=O)/C=C/c2ccco2)c2ccccc21	-0.9	-5	-3.4	84	1	1	-2	-2	-13	9
COc1ccc(C(CNC(=O)COc2ccccc2OC)N2CCCCC2)cc1 (configuration not stated)	-0.8	15	-0.5	106	-3	1	0	nt	-3	-2

# Record cards (already shown). Screens in order: LANA DNA inh | Arr AP2 block | CAL PDZ FP-1 | DSG3 Ab inh | Keap1-Nrf2 PPI | DAGLB inh | NSD2 HMT inh | CAL PDZ FP-2 | Cardiac RTF inh | V-ATPase pH
# `Cc1cccc(S(=O)(=O)Nc2ccc(-c3ccc4nncn4n3)cc2)c1` is listed as -1.7 | -14 | -2.5 | 104 | 0 | 3 | 0 | -3 | 6 | 3
# `COCCOc1ccc(C(F)(F)F)cc1NC(=O)COC(=O)C12CC3CC(CC(O)(C3)C1)C2` is listed as -1.4 | 0 | -2.5 | 111 | -4 | -3 | -1 | -1 | 2 | 0
# `COC(=O)CCc1c(C)nn(-c2ccccc2)c1C` is listed as -1.5 | 1 | -1.0 | 99 | 2 | -5 | 0 | nt | 0 | -2
